# Screening results: PubChem BioAssay, Broad Institute
# ARNT TACC3 PPI: disrupts binding between human ARNT and TACC3; AlphaScreen His-ARNT PAS-B/GST-TACC3 binding, luminescence; TACC3 fragment carries E629A point mutation; hit rate 0.66% among 390,000; AID 623870; inhibition, % at 9.99 µM;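 active = mean inhibition of replicates at least 50% and at least half of replicates each reaching 50%; inconclusive = half or more replicates reach 50% but mean below 50%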;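 also: 0% = complete ARNT plus TACC3 wells and 100% = ARNT alone without TACC3; many hits fall short of the cut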
# DENV2 CPE rescue: protects cells from dengue virus 2 cytopathic effect | DENV2-infected cells, cytopathic effect rescue, plate reader | CPE inhibition, % at 9.99 µM | hit rate 1.7% among 350,000 | AID 651640; in the data active = CPE inhibition above about 20%, passing the limit was not always enough; inconclusive = no clear call, values can overlap the other calls; tested in BHK-21 cells;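 also: 0% = median of neutral control wells and 100% = median of positive control wells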
# EWS-Fli inh: blocks EWS/Fli oncoprotein-driven transcription | A673 NR0B1-luciferase reporter, viability-normalised | hit rate 0.67% among 350,000 | inhibition, % at 12.6 µM;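 active = mean inhibition of at least 50% after viability correction, with every replicate also passing that limit; inconclusive = mean reaches 50% but only one of two replicates passes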;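 also: firefly luciferase signal divided by Alamar Blue viability fluorescence both relative to DMSO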
# CFTR F508del cor: correctors of CFTR F508del function in bronchial epithelial cells; CFBE cells, YFP halide quenching; stimulated with forskolin plus potentiator P3; % fluorescence drop versus neutral controls; activity (quench increase), % at 7.58 µM; hit rate 0.36% among 350,000; AID 720511;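 active = mean added fluorescence quench of at least 8% versus neutral control, with both replicates also reaching 8%; inconclusive = only one of the mean or replicate conditions met; inactive = mean below 8% and not both replicates reaching 8%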;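 also: cells transiently co-express mutant CFTR-F508del with the halide-sensitive YFP; corrector assay measuring rescue of mutant channel to the surface after 24 h compound exposure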
# XiGFP reactiv: reactivates the inactive X chromosome in mouse fibroblasts; XiGFP mouse fibroblasts, % GFP-positive cells imaging, 3 d; cells co-treated with 5-aza-dC sensitizer; scaled so ellipticine positive control = 100%; hit rate 0.055% among 360,000; activation, % at 7.58 µM;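 active = mean normalized replicate activation at least 10% and every replicate at or above 10%; inconclusive = only one of the two criteria met; inactive = mean below 10% and not all replicates reach 10%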;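 also: 0% = median of on-plate neutral control wells and 100% = ellipticine 6 µM median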
#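 Material: SV40-immortalized XiGFP fibroblast cells, line 68-5-11 | Buffer or medium: DMEM containing 5-aza-dC | Dosing: One concentration, pinned | Times: 3 d treatment, 15 min room-temperature fixation | Controls: Ellipticine 6 µM positive control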
# ERp5 block: inhibitors of human ERp5; ERp5 insulin aggregation, absorbance 650 nm, 90 min; Q15084; inhibition, % at 9.99 µM; hit rate 0.05% among 350,000;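 active = mean replicate inhibition above about 25%, with every replicate also reaching it, limit read from the data, passing the limit was not always enough; inconclusive = only one of those two criteria met; inactive = neither criterion met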
# Target sequence (Q15084 whole entry, looked up): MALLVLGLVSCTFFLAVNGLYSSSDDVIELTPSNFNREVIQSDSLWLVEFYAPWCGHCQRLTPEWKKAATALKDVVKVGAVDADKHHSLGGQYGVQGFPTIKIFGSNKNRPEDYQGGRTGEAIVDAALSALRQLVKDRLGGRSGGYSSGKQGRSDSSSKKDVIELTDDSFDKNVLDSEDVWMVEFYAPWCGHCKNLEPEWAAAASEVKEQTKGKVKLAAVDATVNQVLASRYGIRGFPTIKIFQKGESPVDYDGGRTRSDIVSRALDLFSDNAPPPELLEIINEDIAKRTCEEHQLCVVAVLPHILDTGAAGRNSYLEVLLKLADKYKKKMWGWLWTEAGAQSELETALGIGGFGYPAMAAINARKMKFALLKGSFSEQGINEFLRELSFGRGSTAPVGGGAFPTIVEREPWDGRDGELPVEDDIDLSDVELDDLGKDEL
# PAX8 reporter: lowers PAX8-driven luciferase in RMG-I cells | RMG-I TPO-luciferase reporter, SteadyGlo, 24 h | AID 652154 | inhibition, % at 12.6 µM | hit rate 1.2% among 360,000;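 active = mean replicate inhibition at least 60% with every replicate also reaching 60%; inconclusive = only one of the two criteria is met; inactive = mean below 60% and not all replicates reaching 60%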;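 also: luciferase light reporting Pax8 driven TPO promoter activity; plate controls were median of neutral control wells for no effect and mitoxantrone controls for full effect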
# INS-1E GSIS act: primary screen for activators of insulin secretion dependent on glucose, INS-1E cells, GLuc reporter luminescence. hit rate 0.61% among 370,000. activation, % at 16.6 µM. INS-1E GLuc reporter insulin secretion, 2-3 h;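 active = lowest replicate activation of at least 40%, so every replicate reaches that level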;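 also: 0% = median of neutral control wells and 100% = median of IBMX positive control wells; some compounds called inactive have numbers as strong as hits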
# * = called active by the depositor; ? = inconclusive; · = no result given; & = joins results of further samples.
# Fields – ERp5 block | INS-1E GSIS act | ARNT TACC3 PPI | XiGFP reactiv | EWS-Fli inh | PAX8 reporter | CFTR F508del cor | DENV2 CPE rescue
> COc1ccc(NC(=O)Nc2ccc3c(c2)[C@@H]2C[C@H](CC(=O)NCc4ccc(-c5ccccc5)cc4)O[C@@H](CO)[C@@H]2O3)cc1
 : -3 | -19 | -6 | 0.1 | 31 | ? | 0.6 | 2
> Cc1ccccc1NC(=S)N(CCN1CCOCC1)Cc1ccccc1F
 : 8 | 17 | -4 | 0.2 | -1 | 2 | -0.9 | ·
> CC(=O)c1ccc(OC(=O)CCc2nc3ccccc3s2)cc1
 : -6 | -3 | · | 0.3 | 5 | -1 | -1.0 | 3
> CCCC#Cc1ccc2c(c1)O[C@@H](CN(C)S(=O)(=O)c1cccc(F)c1)[C@@H](C)CN([C@H](C)CO)S2(=O)=O
 : -1 | -9 | -5 | 0.0 | 26 | · | -1.1 | 6
> COc1ccc2c3c(n(C)c2c1)[C@H](CO)N(C(=O)CN1CCOCC1)CC31CCN(C(C)=O)CC1
 : -6 | 9 | · | 0.3 | 9 | · | -0.6 | 7
> O=C(NCc1ccc(F)cc1)[C@H]1[C@H](CO)[C@H]2Cn3c(cccc3=O)[C@@H]1N2Cc1ccncc1
 : -5 | 5 | -15 | 0.6 | 4 | 0 | 2.5 | -6
> COc1ccc(C(=O)N2C(=S)NC(=O)/C2=C\c2ccc(C)cc2)cc1
 : 3 | -84 | -2 | 0.1 | -9 | -21 | · | 13
> CC(C)(C)c1ccc(OCC(=O)Nc2ccncc2)cc1
 : 2 | -8 | -2 | 0.0 | 4 | -17 | 1.1 | 2
> Cc1noc(C)c1COc1cccc(C(=O)Nc2ccccc2)c1
 : -2 | · | 6 | 0.4 | -17 | -11 | -2.3 | 8
> CC(=O)c1ccc(-c2cnc3c(NC=O)cc(-c4cnn(C)c4)cn23)cc1
 : 4 | 29 | · | 0.1 | 0 | 42 | 0.3 | 3
> CCOC(=O)C1=C(COC(=O)C2(C)CC2(Cl)Cl)NC(=O)NC1c1ccccc1 (stereo not drawn)
 : 5 | 13 | -7 | 0.4 | -19 | 3 | -1.4 | 7
> Cc1cs/c(=N\N=C\c2ccccc2)n1Cc1ccco1
 : · | -4 | 21 | 0.1 | · | -58 | · | ·
> CC(=O)Nc1sc(/C(C#N)=C\c2cccc(Cl)c2)nc1-c1ccc(C)cc1
 : 14 | -3 | -5 | 4.7 | 11 | · | 0.6 | -3
> CCN(C[C@@H]1[C@@H](c2ccccc2)[C@H](CO)N1C(C)=O)C(=O)c1ccccn1
 : -2 | 6 | -4 | 0.0 | -4 | 1 | -1.9 | -9
> CCS(=O)(=O)NCC(c1cccnc1)N1CCN(c2ccc(OC)cc2)CC1 (stereo not drawn)
 : 3 | 2 | 2 | 0.0 | -3 | -10 | 0.1 | 3
> O=C(C[C@H]1CC[C@H](NC(=O)c2cccnc2)[C@@H](CO)O1)NCc1ccncn1
 : 3 | 1 | -17 | -0.1 | 7 | -5 | 0.7 | -8
> CC(=O)Nc1ccc(NC(=O)Nc2cccc3ccccc23)cc1
 : 0 | 6 | -1 | 1.5 | · | -22 | -0.1 | -12
> CC(C)C#Cc1cnc2c(c1)C(=O)N([C@H](C)CO)C[C@H](C)[C@H](CN(C)C(=O)CC1CC1)O2
 : 5 | 3 | -4 | -0.3 | 0 | 2 | -0.1 | -5
> O=C(N[C@H](Cc1ccccc1)C(=O)NCCCN1CCCC1=O)[C@H]1O[C@@H](n2ccc(=O)[nH]c2=O)[C@H](O)[C@@H]1O
 : 2 | -7 | · | 0.1 | -7 | -6 | 3.8 | 1
> Cc1ccnc(SCCn2c(N3CCN(c4ccccc4)CC3)nc3c2c(=O)[nH]c(=O)n3C)n1
 : -10 | · | 0 | 0.0 | -2 | 12 | -4.1 | -3
> COc1ccc(Cl)cc1CN1C(=O)NC2(CCCCCC2)C1=O
 : 1 | -1 | -1 | 0.0 | -2 | 6 | -2.0 | 18
> COc1ccc(S(=O)(=O)N[C@H]2C=C[C@H](CC(=O)NCCc3ccncc3)O[C@@H]2CO)cc1
 : -1 | 7 | 15 | -0.2 | · | · | -3.8 | -3
> Cc1c(C)n(CCO)c2ncnc(Nc3ccc(F)cc3)c12
 : -1 | 7 | -9 | 0.0 | -75 | -46 | 2.3 | 10
> COC(=O)C(Cc1ccccc1)NC(=O)CCCC(=O)NCc1cccc(OC)c1 (stereo not drawn)
 : 2 | · | -7 | 0.0 | -3 | 10 | 0.2 | 5
> Cc1ccc(NC2CC(=O)N(c3cccc([N+](=O)[O-])c3)C2=O)cc1 (stereo not drawn)
 : -1 | 5 | 1 | -0.1 | -4 | -3 | 0.8 | -2
> CCCOC(=O)C1=C(C)NC(=O)NC1c1cccc2ccccc12 (stereo not drawn)
 : 5 | 9 | · | -0.2 | · | 23 | -5.0 | -3
> CN(/N=C/c1ccco1)C1=NS(=O)(=O)c2ccccc21
 : 0 | 8 | -3 | 0.1 | -7 | -1 | -2.2 | -4
> O=C(NCC1CCOCC1)c1cc(COc2cccc(C(F)(F)F)c2)on1
 : -17 | -4 | 0 | 0.0 | 4 | -8 | 2.9 | 0
> Cc1cc(C)c(C(=O)NC2CCCc3c2cnn3-c2ccc(C)c(C)c2)c(=O)[nH]1 (stereo not drawn)
 : 1 | -8 | 29 | 0.1 | -4 | -4 | 1.6 | 106*
> CCNC(=O)C[C@@H]1CC[C@H]2[C@@H](COC[C@H](O)CN2Cc2ccccc2F)O1
 : -2 | -1 | -5 | 0.2 | -1 | -9 | -0.5 | -5
> CCN(CC)C(=O)CSc1nnc(NC(=O)CCc2ccccc2)s1
 : 0 | -12 | -7 | -0.2 | -1 | -6 | · | -2
> C/C(N)=C(/C#N)C(=O)CSc1nnc(Nc2c(C)cccc2C)s1
 : 7 | · | 2&2 | 0.1 | 2 | 4 | -3.1 | -1
> CN(CCc1ccccc1)C(=O)CCc1nnc(Cc2ccc3c(c2)OCO3)o1
 : -3 | 8 | -3 | 0.3 | 1 | 0 | 3.8 | -3
> CCOc1cccc(C(=O)Nc2ccc3ccccc3c2)c1
 : 4 | -1 | 3 | 0.0 | 32 | -24 | -9.7 | ?
> CCNC(=O)C[C@@H]1CC[C@H]2[C@@H](COC[C@@H](O)CN2C(=O)C2CCOCC2)O1
 : -1 | -5 | 4 | 0.0 | -3 | -1 | 0.8 | -3
> CC(C)CNS(=O)(=O)c1cc(C(=O)O)c(Cl)cc1Cl
 : 5 | 13 | -14 | 0.0 | 0 | -2 | 2.0 | 3
> Cc1ccccc1NC(=O)C1CCCN1S(=O)(=O)c1ccccc1C(F)(F)F (stereo not drawn)
 : 1 | -16 | 5 | -0.1 | 6 | 22 | 0.4 | 5
> O=C(/C=C\Nc1ccc(S(=O)(=O)Nc2ncccn2)cc1)c1cccc2ccccc12
 : 2 | -4 | 5 | 0.0 | -122 | -2 | -3.1 | 0
> CC1(C)CC(=O)c2sc(NC(=O)C3CC3)nc2C1
 : 0 | 18 | 4 | -0.1 | -16 | -31 | 0.1 | -6
> O=C(COC(=O)Cc1ccc(Cl)cc1)NCc1cccs1
 : -8 | -3 | -2 | -0.1 | 4 | 14 | -0.8 | -3

# Reprinted from the part before: seven entries, followed by the next part.
# Fields – ERp5 block | INS-1E GSIS act | ARNT TACC3 PPI | XiGFP reactiv | EWS-Fli inh | PAX8 reporter | CFTR F508del cor | DENV2 CPE rescue
> CCOc1cccc(C(=O)Nc2ccc3ccccc3c2)c1
 : 4 | -1 | 3 | 0.0 | 32 | -24 | -9.7 | ?
> CCNC(=O)C[C@@H]1CC[C@H]2[C@@H](COC[C@@H](O)CN2C(=O)C2CCOCC2)O1
 : -1 | -5 | 4 | 0.0 | -3 | -1 | 0.8 | -3
> CC(C)CNS(=O)(=O)c1cc(C(=O)O)c(Cl)cc1Cl
 : 5 | 13 | -14 | 0.0 | 0 | -2 | 2.0 | 3
> Cc1ccccc1NC(=O)C1CCCN1S(=O)(=O)c1ccccc1C(F)(F)F (stereo not drawn)
 : 1 | -16 | 5 | -0.1 | 6 | 22 | 0.4 | 5
> O=C(/C=C\Nc1ccc(S(=O)(=O)Nc2ncccn2)cc1)c1cccc2ccccc12
 : 2 | -4 | 5 | 0.0 | -122 | -2 | -3.1 | 0
> CC1(C)CC(=O)c2sc(NC(=O)C3CC3)nc2C1
 : 0 | 18 | 4 | -0.1 | -16 | -31 | 0.1 | -6
> O=C(COC(=O)Cc1ccc(Cl)cc1)NCc1cccs1
 : -8 | -3 | -2 | -0.1 | 4 | 14 | -0.8 | -3
> Cc1cc(C)c(S(C)(=O)=O)c(N(C)N)n1
 : 3 | 10 | 2 | 0.0 | -1 | 16 | -1.2 | -7
> C[C@@H]1CN([C@@H](C)CO)C(=O)Cc2cc(NC(=O)C3CCCCC3)ccc2O[C@@H]1CN(C)C(=O)Nc1ccc2c(c1)OCO2
 : 2 | -3 | 0 | 0.1 | -8 | · | -4.4 | 6
> O=[N+]([O-])c1ccc(O)c(Nc2ncnc3ccc(Br)cc23)c1
 : 4 | -26 | -1 | 0.0 | -12 | 14 | -1.2 | -6
> Cc1cccc(S(=O)(=O)N2C[C@@H]3N[C@H](C2)C3c2ccc(-c3cccc(C(=O)N(C)C)c3)cc2)c1 (stereo partly drawn)
 : -2&3 | -13&-1 | · | 0.0&0.0 | -3&-9 | 12&5 | 1.7&1.9 | 16&7
> C[C@@H]1CN([C@H](C)CO)C(=O)c2cc(NC(=O)CCCN(C)C)ccc2O[C@@H](C)CCCCO[C@H]1CN(C)Cc1ccc(C(F)(F)F)cc1
 : -3 | 9 | -1 | -1.0 | 0 | · | 0.6 | -10
> COc1ccc(C)cc1S(=O)(=O)N(CC(=O)Nc1cccc([N+](=O)[O-])c1)c1ccc(C)c(C)c1
 : 4 | · | 2 | 0.2 | 13 | 16 | -1.6 | 8
> Cc1nnc(SCC(=O)NNC(=O)COc2ccc(Cl)cc2)s1
 : 4 | 19 | -1 | 0.3 | -4 | -12 | 1.0 | -5
> C[C@@H]1CN([C@H](C)CO)C(=O)c2cccc(NC(=O)Nc3cccc4ccccc34)c2O[C@H]1CN(C)S(=O)(=O)c1ccc(Cl)cc1
 : -5 | · | 1 | · | 6 | · | 0.5 | -11
> C[C@H](CO)N1C[C@H](C)[C@@H](CN(C)C(=O)Nc2cc(F)ccc2F)Oc2cc(C#CC3CC3)ccc2S1(=O)=O
 : · | -8 | · | -0.9 | 16 | · | 0.8 | ·
> COc1ccc(NC(=O)C2CCCN(S(=O)(=O)c3cccc4nonc34)C2)c(OC)c1 (stereo not drawn)
 : -1 | · | -3 | 0.0 | -10 | -6 | -2.4 | -8
> C[C@@H]1CN([C@@H](C)CO)C(=O)Cc2cc(NC(=O)Nc3cccc4ccccc34)ccc2O[C@@H]1CN(C)Cc1ccccc1
 : 3 | 5 | -10 | 0.1 | -2 | 15 | 1.8 | -9
> Cc1cccc(NC(=O)C2CCN(S(=O)(=O)c3ccc4c(c3)OCCCO4)CC2)n1
 : 0 | -55 | -4 | 0.2 | 10 | 20 | -0.5 | 0
> CC(=O)N(C)C[C@H]1Oc2cc(-c3ccccc3)ccc2S(=O)(=O)N([C@@H](C)CO)C[C@@H]1C
 : 1 | 10 | -14 | -1.2 | 5 | -1 | · | 33*
> N#CC1=C(N)N2C(=C(C#N)C1c1ccc(Br)cc1)Nc1ccccc12 (stereo not drawn)
 : 1 | 5 | · | 0.2 | 19 | 98* | 3.0 | ·
